Yfh1-depleted yeast = mitochondrial function rescue without frataxin homolog – Friedreich's ataxia, plus single-dose screen, dose response (AID 1465); fold induction at 50 µM, or EC50 in µM where a hit was titrated; S. cerevisiae Yfh1-off respiration, WST-1 reduction, 72 h; higher fold induction means a stronger effect; 0.074% of 220,000 active;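 active = fold induction of absorbance versus untreated yeast above a set limit, then at least 30% activation at any dose in follow-up; inconclusive = repeats straddling the limit, or above it without dose testing; inactive = fold induction below the set limit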;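 note: activators that raise dye reduction in frataxin-depleted yeast; strong numbers were not always called active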
ER stress rescue = protection against thapsigargin-triggered cell killing – 384-well, CSM14.1, ATP luminescence, primary screen (AID 1222); 190,000 tested, under 10 active; CSM14.1 thapsigargin-induced death rescue, ATP luminescence; higher % means a stronger effect; cellular ATP content (survival), % at 20 µM; hits with a dose series show EC50 in µM;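 active = EC50 below 50 µM in the dose-response confirmation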;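 note: death triggered by thapsigargin at about 15 µM added after 2 h compound pretreatment; cell ATP read after overnight thapsigargin exposure of roughly 18 to 22 hours; normalized against plate controls of thapsigargin alone and 5% DMSO vehicle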
RSV CPE inhibition = RSV antiviral activity via CPE protection, HEp-2 cells, primary 10 µM value included (AID 2391); HEp-2 cells, RSV-induced CPE inhibition; higher % means a stronger effect; one-dose CPE inhibition, % at 10 µM; IC50 in µM for titrated hits; 0.13% of 310,000 active; in the data active = a potency from the dose series; inconclusive = CPE inhibition mostly from about 23% at the one dose, without a potency; inactive = the rest, 99 in 100 with CPE inhibition below about 21%; note: strong numbers were not always called active
K1F lysis inhibition = inhibition of K1F phage lysis, E. coli UTI89, bacterial capsule biogenesis inhibitors, alamar blue (AID 488966). E. coli UTI89 K1F phage lysis, alamar blue, 2 h; higher % means a stronger effect. one-dose inhibition, % at 100 µM; IC50 in µM for titrated hits. 0.02% of 340,000 active;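 active = phage lysis inhibition, versus mean bacterial control, above a set limit; inconclusive = no clear call, values can overlap the other calls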;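 note: capsule biogenesis inhibitors block K1F phage lysis so surviving cells raise fluorescence; higher fluorescence means more inhibition of phage lysis; actives were called in the ten point dose series up to 300 µM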
West Nile virus CPE = inhibition of WNV-induced cytopathic effect – cell-based, CPE readout (AID 1621); West Nile virus-infected cells, CPE inhibition; higher % means a stronger effect; one-dose CPE inhibition, % at 10 µM; IC50 in µM for titrated hits; 0.02% of 290,000 active; in the data active = a potency from the dose series; inconclusive = CPE inhibition mostly from about 3.7% at the one dose, without a potency; inactive = the rest, 99 in 100 with CPE inhibition below about 2.2%; note: strong numbers were not always called active
WT yeast gro inh = growth inhibition of WT yeast, mitochondrial fusion screen; inhibition, % at 10 µM; mitochondrial fusion phenotypic screen, WT strain; AID 1362; 2.1% of 190,000 active; in the data active = inhibition above about 58%; tested in S. cerevisiae
SV40 large T antigen = TAg ATPase/helicase activity blockers – biochemical (AID 1903); SV40 large T antigen ATPase/helicase inhibition assay; higher % means a stronger effect; one-dose inhibition, % at 20 µM; IC50 in µM for titrated hits; 0.39% of 310,000 active; in the data active = a potency from the dose series; inconclusive = inhibition mostly from about 32% at the one dose, without a potency; inactive = the rest, 99 in 100 with inhibition below about 32%; note: strong numbers were not always called active
NS5 inhibitors = flavivirus cap methylation enzyme inhibition – biochemical, confirmation dose response, primary screen (AID 588689) | Dengue-2 NS5 methyltransferase capping enzyme assay, biochemical; higher % means a stronger effect | inhibition, % at 25 µM; hits with a dose series show IC50 in µM | 0.3% of 340,000 active; in the data active = a potency from the dose series; inconclusive = inhibition above about 29% without an active follow-up result
XIAP antagonists = small molecules displacing peptide from XIAP – biochemical, IAP family, fluorescence polarization (AID 1018). XIAP BIR domain, fluorescence polarization peptide displacement; higher % means a stronger effect. 0.007% of 200,000 active. displacement, % at 20 µM, or IC50 in µM where a hit was titrated; in the data active = displacement above about 50%; note: a part of the inactive calls stands beside numbers as strong as those of hits
WT yeast gro inh mutant strain = recorded beside WT yeast gro inh, whose call it bears; inhibition, %; mitochondrial fusion phenotypic screen, mutant strain inhibition
NS5 inhibitors pilot replicate = recorded beside NS5 inhibitors, whose call it bears; inhibition, %; measured here: pilot screen replicate inhibition
* hit, by the source's call; i = inactive; ? = inconclusive; nt = not tested or not shown; [ ] = remark or other dose.

SMILES	Yfh1-depleted yeast	ER stress rescue	RSV CPE inhibition	K1F lysis inhibition	West Nile virus CPE	WT yeast gro inh	WT yeast gro inh mutant strain	SV40 large T antigen	NS5 inhibitors	XIAP antagonists	others
COCCCN(Cc1cccs1)S(=O)(=O)c1csc(C(N)=O)c1	nt	nt	1.4%	0.4%	0.2%	nt	nt	0.0%	-12.5%	nt
CCOC(=O)C1C(c2cccc([N+](=O)[O-])c2)C2C(=O)NN=C2CC1(C)O (stereo not drawn)	i	0.1%	2.1%	-0.5%	1.0%	-12.1	9.5	12.5%	-11.1%	-4.1%
O=C1CCCC2=C1C(c1cccs1)CC(=O)N2c1ccc(F)cc1 (stereo not drawn)	i	1.2%	0.6%	0.6%	-0.8%	-11.4	-3.9	4.0%	-1.5%	-3.0%
O=c1/c(=C/c2ccc(O)c([N+](=O)[O-])c2)sc2nc3ccccc3n12	i	2.2%	nt	nt	0.2%	10.9	-8.7	9.1%	nt	-1.3%
O=C(Nc1ccccc1Oc1cccnc1)C1CCCN(Cc2ccccc2O)C1 (stereo not drawn)	nt	nt	0.3%	-0.1%	-0.9%	nt	nt	7.6%	-13.8%	nt
CC1CCCCC12NC(=O)N(CC(=O)NCc1ccc3c(c1)OCO3)C2=O (stereo not drawn)	i	-0.8%	-0.5%	0.2%	-0.3%	2.0	-2.8	5.2%	-1.5%	-7.0%
COc1ccc(C(=O)NNC(=O)CSc2nnc(COc3ccc4ccccc4c3)n2C)cc1	i	-0.8%	-1.4%	0.5%	-0.5%	-3.8	-14.8	19.6%	-12.3%	-4.6%
COc1ccc(NS(=O)(=O)c2cccc(Cl)c2)cc1S(=O)(=O)N1CCCCC1	i	-3.2%	0.4%	0.3%	0.0%	20.8	24.3	1.7%	-7.8%	-10.2%
O=S(=O)([O-])C(c1ccccc1)[n+]1ccccc1 (stereo not drawn)	nt	nt	2.6%	0.8%	nt	nt	nt	15.5%	-5.8%	nt
COc1ccccc1Oc1nc2ccccn2c(=O)c1/C=C(\C#N)C(=O)Nc1c(C)n(C)n(-c2ccccc2)c1=O	i	nt	1.6%	0.9%	0.0%	nt	nt	15.5%	-11.7%	nt
CCc1ccc(-n2nc3ccc(NC(=O)c4ccc5c(c4)OCO5)cc3n2)cc1	i	-0.4%	1.3%	0.1%	-0.6%	-5.9	12.0	2.5%	5.0%	-7.3%
Cc1ccc(S(=O)(=O)N(C)C)cc1NC(=O)CSc1nncs1	nt	nt	-0.5%	1.1%[50 µM]	nt	nt	nt	2.9%	4.3%	nt
CCn1cc(CN2CCC(C(=O)Nc3ccc(Oc4ccccc4)nc3)CC2)cn1	nt	nt	5.2%	-0.1%	nt	nt	nt	8.3%	-6.4%	nt
Cc1cccc(C(=O)NCc2nnc(SCc3ccc(F)cc3)n2C)c1	i	0.7%	4.0%	-0.9%	-0.5%	-12.3	-9.3	-5.0%	0.0%	0.2%
CCOC(=O)C1=C(C)Nc2nnnn2C1c1ccccc1Cl (stereo not drawn)	i	-1.0%	3.3%	0.3%	0.3%	4.2	-3.0	5.3%	-4.7%	-9.8%
Cc1cccc(N(CC(=O)NC2CCCC2)C(=O)CCCC(=O)Nc2ccccn2)c1	i	-1.8%	0.9%	0.1%	-0.1%	-5.7	-4.1	-0.1%	-5.5%	-3.5%
COc1cc(C(=O)NC(=S)Nc2nccs2)cc(OC)c1OC	i	0.6%	0.9%	0.3%	0.0%	11.7	23.1	7.7%	-0.9%	-5.3%
Cc1c(Cl)cccc1NC(=O)CN1CCN(CCO)CC1	i	2.2%	2.8%	1.9%	1.0%	-13.3	6.1	-5.5%	-0.8%	-5.1%
CCN(CC)S(=O)(=O)c1ccc(C(=O)OCn2nnc3ccccc3c2=O)cc1	i	nt	2.9%	1.3%	0.1%	12.2	13.2	10.2%	-8.3%	2.9%
C=C(C)/C=N/NC(=S)Nc1ccc(S(=O)(=O)N2CCOCC2)cc1	i	nt	-1.5%	-0.3%[50 µM]	-0.2%	nt	nt	17.5%	0.8%	nt
COCC1CCCN(C(=O)c2ccc3oc(C(C)C)nc3c2)C1 (stereo not drawn)	nt	nt	1.5%	-0.2%[50 µM]	-0.3%	nt	nt	6.9%	-3.5%	nt
O=C(O)Cc1c[nH]c2ccccc12	i	nt	nt	1.0%	0.2%	nt	nt	10.4%	-5.6%	nt
N#C/C(=C/c1ccc(N2CCOCC2)o1)c1nc2ccccc2[nH]1	i	-4.1%	10.2%	0.3%	0.4%	12.3	14.3	21.1%	?	-12.5%
Cc1ccc(C(=O)Nc2ccccc2C(=O)O)cc1S(=O)(=O)NCc1ccccc1	i	-3.9%	0.8%	-0.3%	-0.3%	-12.4	-24.7	6.2%	6.2%	-5.4%
CCN1C(=O)c2cccc3c(S(=O)(=O)NC(Cc4ccccc4)C(=O)O)ccc1c23 (stereo not drawn)	nt	nt	-0.1%	0.0%	0.7%	nt	nt	1.3%	-7.3%	nt
CC(CCc1ccccc1)NC(=O)CNC(=S)N(Cc1cccs1)C1CCCC1 (stereo not drawn)	i	-1.1%	nt	0.1%	-1.8%	28.2	5.4	6.5%	0.7%	-0.8%
Cc1ccc2nc(NC(=O)COC(=O)c3ccco3)sc2c1	i	-0.3%	3.8%	-0.1%	1.0%	1.6	16.0	-0.1%	-12.3%	0.5%
C/C(=N/NS(=O)(=O)c1ccc(Br)cc1)c1ccc(C)o1	i	-5.7%	1.1%	0.3%	?	-4.5	-4.0	3.9%	-0.7%	-8.1%
COc1ccc(OC)c(S(=O)(=O)N/N=C(/C)c2c[nH]c3ccccc23)c1	nt	nt	1.4%	2.0%	-0.7%	nt	nt	24.1%	-3.2%	nt
CC(C)CCN1C(=O)CCC1(C)C(=O)NC1CCCCCCC1 (stereo not drawn)	i	-0.2%	-0.5%	5.0%	-0.9%	7.5	7.0	17.0%	-9.6%	-1.5%
O=C1c2ccccc2S(=O)(=O)N1CC(O)COc1ccc(Cl)cc1 (stereo not drawn)	i	-3.0%	1.4%	-0.5%	0.8%	8.6	0.8	3.4%	-1.6%	-4.6%
Cc1ccc(C(=O)Nc2ccc3c(c2)OCCO3)cc1	nt	nt	1.7%	0.1%	0.1%	nt	nt	7.6%	-0.6%	nt
Cc1cc(C=O)c(C)n1-c1cc(C(=O)O)cc(C(=O)O)c1	i	-0.2%	-1.0%	-1.9%	-0.8%	-17.3	-2.3	15.6%	3.6%	-18.9%
CCOc1ccccc1CNCCNC(=O)c1nonc1N	i	nt	-1.6%	0.0%[50 µM]	0.3%	nt	nt	4.0%	4.6%	nt
Cc1cccc(N(C(=O)c2snc(C(N)=O)c2N)C(C(=O)NC2CCCC2)c2ccncc2)c1 (stereo not drawn)	nt	nt	1.6%	0.2%	-0.8%	nt	nt	4.5%	-5.0%	nt
CC(NC(=O)c1cccc(F)c1)C(c1cccs1)N1CCN(C)CC1 (stereo not drawn)	i	20.1%	-0.6%	1.5%	0.0%	1.1	-2.4	11.4%	-9.0%	-2.4%
CCOC(=O)N1CCN(S(=O)(=O)c2ccc(F)c(C(=O)Nc3ccc(C)c(Cl)c3)c2)CC1	i	10.9%	0.3%	2.0%[50 µM]	-0.9%	23.2	-15.4	15.1%	0.6%	3.5%
O=C1CN(S(=O)(=O)c2ccccc2)c2ccccc2N1	i	-2.2%	3.7%	0.5%	-0.3%	4.6	-16.2	5.1%	-9.1%	-2.0%
COc1ccc(/C=N/NC(=O)c2cc(C)n(-c3ccccc3)c2C)cc1OC	i	1.1%	2.5%	4.7%	0.4%	22.8	8.3	7.8%	-10.9%	-7.9%
COc1ccc(NC(=O)CN2CCC(C(N)=O)(N3CCCCC3)CC2)c(OC)c1	i	-1.1%	0.0%	0.5%	-0.8%	-0.2	5.4	1.8%	-7.4%	-1.7%
Cc1ccc([C@@H]2[C@@H]3C(=O)N(c4ccccc4)C(=O)[C@@H]3[C@]3(C)C(=O)N(Cc4ccccn4)CC(=O)N23)o1	nt	nt	0.7%	0.1%	0.1%	nt	nt	63.4%	4.0%	nt
CS(=O)(=O)c1ccc(N2CCN(c3ccccn3)CC2)c([N+](=O)[O-])c1	nt	nt	1.3%	0.3%	-0.3%	nt	nt	-1.9%	-6.2%	nt
C#CCOCCOCCOCCNc1nc(N2CCN(C(=O)[C@H](CCC(=O)O)n3cc(C(N)[C@H](C)CC)nn3)CC2)nc(N2CCN(C(=O)[C@H](Cc3ccc(O)cc3)n3cc(C(N)[C@H](C)CC)nn3)CC2)n1 (stereo partly drawn)	i	-1.0%	0.4%	1.9%	-0.1%	-24.2	-31.5	-2.4%	1.2%	-0.2%
O=C(Cc1ccccc1)NCC1CCCO1 (stereo not drawn)	i	-0.3%	-0.2%	0.6%	-0.1%	-18.1	-9.6	18.5%	-2.1%	-8.3%
CCOc1ccc(NC(=O)CCn2ccnc2)cc1	nt	nt	-0.1%	0.3%	-0.3%	nt	nt	2.2%	-2.0%	nt
C/C(=N\NC(=O)Cc1c(C)[nH][nH]c1=O)c1cccc(Br)c1	i	nt	1.7%	3.1%[50 µM]	0.0%	nt	nt	21.0%	-3.5%	nt
COc1ccc(C(CCN2CCN(c3ccccc3)CC2)c2c(O)cc(OC)cc2OC)cc1 (stereo not drawn)	i	nt	-2.1%	4.5%	-1.5%	nt	nt	6.9%	4.4%	nt
Cc1csc(NC(=O)Cc2coc3cc(C)c(C(C)C)cc23)n1	i	2.1%	24.9%	-0.6%	0.6%	50.6	33.3	-3.6%	-10.7%	-4.3%
COc1cccc(CNc2nc3ccccc3n2C)c1O	nt	nt	2.3%	1.0%	-1.8%	nt	nt	13.1%	-8.7%	nt
O=c1c2oc3ccccc3c2ncn1Cc1ccc(F)cc1	i	1.0%	1.4%	0.6%	-0.5%	2.3	-2.9	1.9%	-0.8%	-3.5%
S=c1[nH]nc(CSCCOc2ccccc2)o1	i	nt	3.8%	-0.4%	0.7%	nt	nt	7.8%	-2.3%	nt
CCOCCCN1C(=O)C(O)=C(C(C)=O)C1c1cccs1 (stereo not drawn)	i	nt	-0.5%	1.1%	-0.8%	-11.1	1.6	20.4%	-6.1%	nt	NS5 inhibitors pilot replicate=0.5
O=C(NNc1c2ccccc2nc2ccccc12)C(O)c1ccccc1 (stereo not drawn)	i	nt	12.6%	-0.5%	?	nt	nt	34.5%	4.6%	nt
COc1ccc(CC2CC(=O)N(c3ccc(C)cc3)C2=O)cc1 (stereo not drawn)	nt	nt	0.3%	0.8%	0.0%	nt	nt	6.5%	-5.4%	nt
CC(C)(C)c1ccc(/C=N/NC(=S)NC2CCCCC2)cc1	?	-0.8%	11.9%	-0.4%[50 µM]	-0.6%	45.2	37.0	5.6%	4.8%	0.4%
